# Screens from PubChem BioAssay.
# proCasp7 act: activates human procaspase-7, counter-screen for procaspase-3 activators; P55210; recombinant procaspase-7, Ac-DEVD-pNA absorbance 405 nm; D23A/D198A/D206A triple mutant, cannot self-cleave; scale: DMSO 0, 5 µM enzyme 100; activation, % at 8.5 µM; 0.093% of 330,000 active;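 active means percent activation above the screen-wide mean plus 3 SD, cut at about 25% in these data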
# Target sequence (P55210 whole entry D23A/D198A/D206A): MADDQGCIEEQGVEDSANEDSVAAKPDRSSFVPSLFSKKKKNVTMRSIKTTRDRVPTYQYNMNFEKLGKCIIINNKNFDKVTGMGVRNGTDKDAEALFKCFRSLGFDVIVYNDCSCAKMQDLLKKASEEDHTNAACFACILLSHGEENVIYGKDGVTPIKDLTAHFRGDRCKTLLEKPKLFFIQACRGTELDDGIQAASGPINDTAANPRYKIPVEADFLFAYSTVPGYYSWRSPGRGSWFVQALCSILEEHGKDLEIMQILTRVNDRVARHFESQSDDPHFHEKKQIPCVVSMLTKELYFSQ
#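 buffer or medium = Zinc-free HEPES/NaCl buffer, pH 7.4 | material = Procaspase-7 triple mutant (PC-7 D3A) | input = 2 µM procaspase-7 mutant as dispensed | signal = Epi-absorbance of released pNA at 405 nm, two timepoints | timing = 1 h preincubation, 2 h reaction | replicates = singlicate compound testing | evaluation = % activation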
# CR mimetic SO: caloric restriction mimetics inhibiting age-related superoxide in yeast. S. cerevisiae aged cells, superoxide DHE fluorescence; stronger effect = lower value. superoxide response (% of plate mean), % at 10 µM. 0.18% of 330,000 active;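 active means superoxide response under a set limit, about three screen SD below normal, cut at about 65% in these data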;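 further: yeast aged for seven days with compound at 30 °C before DHE staining; 100% = average MFI of all compound-treated wells on the plate with controls excluded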
# JMJD2C inh: blocks human GASC-1 demethylase activity; Q9H3R0; GST-JMJD2C(1-420) H3K9me3 demethylation, DELFIA europium; inhibition, % at 2.35 µM; 0.069% of 330,000 active; AID 2099;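 active means more than half of a compound's replicate wells show inhibition beyond 50%, single wells judged on their own value; inconclusive means some, but no more than half, of replicates pass 50% inhibition; inactive means no replicate passes 50% inhibition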;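 further: signal counts dimethyl H3K9 product captured on neutravidin plate; 0% = median of DMSO wells and 100% = 0.3 times that DMSO median; strong numbers were not always called active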
# Target sequence (Q9H3R0 1-420 limits assumed): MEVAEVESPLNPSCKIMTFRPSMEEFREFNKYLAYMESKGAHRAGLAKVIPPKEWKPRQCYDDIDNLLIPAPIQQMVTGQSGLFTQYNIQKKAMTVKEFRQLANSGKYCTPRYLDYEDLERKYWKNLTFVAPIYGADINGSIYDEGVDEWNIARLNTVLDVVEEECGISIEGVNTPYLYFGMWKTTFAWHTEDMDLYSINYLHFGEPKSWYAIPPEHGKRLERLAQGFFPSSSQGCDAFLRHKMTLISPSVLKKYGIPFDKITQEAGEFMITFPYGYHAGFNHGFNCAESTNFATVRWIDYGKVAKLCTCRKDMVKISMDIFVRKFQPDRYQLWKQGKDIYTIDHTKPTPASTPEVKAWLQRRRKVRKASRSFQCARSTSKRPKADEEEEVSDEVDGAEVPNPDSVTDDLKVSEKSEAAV
# RPL19A TOR yeast: yeast TOR pathway RPL19A-GFP modulation; S. cerevisiae RPL19A-GFP strain, flow cytometry, 3 h; stronger effect = lower value; percent response vs DMSO, % at 10 µM; 0.3% of 330,000 active;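 active means percent response vs DMSO below 50%; inconclusive means fewer than 70 events counted for the yeast strain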;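 further: median channel GFP fluorescence of the barcoded RPL19A-GFP strain; ratio of sample median GFP to plate DMSO average so 100% = DMSO; lower means less RPL19A-GFP as with rapamycin TOR inhibition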
# MEP2 TOR yeast: alters MEP2-GFP fluorescence in TOR pathway yeast screen; S. cerevisiae MEP2-GFP strain, flow cytometry GFP, 3 h; 100% = DMSO control level; GFP response vs DMSO, % at 10 µM; 0.51% of 330,000 active; AID 2016;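 active means GFP response versus DMSO above a set limit, roughly screen mean plus 3 SD, cut at about 180% in these data; inconclusive means fewer than 70 cells counted for a yeast strain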;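 further: median GFP fluorescence of the barcode-gated MEP2-GFP cells per well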
# procasp3 activ: activates human procaspase-3; P42574; recombinant procaspase-3 D3A, Ac-DEVD-pNA absorbance 405 nm; activation, % at 8.5 µM; 0.11% of 330,000 active;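 active means activation above the mean of all tested compounds plus 3 SD, cut at about 21% in these data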;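 further: 0% = DMSO alone and 100% = DMSO wells spiked with extra 5 µM PC-3 D3A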
# Target sequence (P42574 whole entry D9A/D28A/D175A): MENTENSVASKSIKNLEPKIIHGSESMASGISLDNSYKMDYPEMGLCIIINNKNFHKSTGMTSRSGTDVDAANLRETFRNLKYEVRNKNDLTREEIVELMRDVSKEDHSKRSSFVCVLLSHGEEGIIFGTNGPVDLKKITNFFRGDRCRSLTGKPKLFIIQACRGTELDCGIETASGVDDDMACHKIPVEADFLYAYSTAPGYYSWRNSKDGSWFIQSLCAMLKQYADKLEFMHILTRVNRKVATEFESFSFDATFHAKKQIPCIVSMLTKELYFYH
#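 assay system = Procaspase-3 D3A mutant | signal = absorbance at 405 nm, 0 and 120 min | times = 1 h preincubation plus 2 h reaction at 25 °C | repeats = single replicate | read-out = % activation between DMSO and enzyme-spiked controls | medium = Zinc-free HEPES saline buffer with Triton X-100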
# LAP4-GFP MLPCN: yeast TOR pathway LAP4-GFP modulation | S. cerevisiae LAP4-GFP multiplex, flow cytometry GFP, 3 h; median GFP as percent of DMSO wells | GFP response vs DMSO, % at 10 µM | 0.34% of 320,000 active;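 active means GFP response vs DMSO above a set limit, about the screen mean plus 3 SD, cut at about 150% in these data; inconclusive means under 70 cell events counted for the yeast strain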
# AHR act: activators of human aryl hydrocarbon receptor; P35869; AHR-responsive luciferase reporter cells, luminescence; activation, % at 5 µM; 2.5% of 320,000 active; AID 2796; in the data active means activation above about 47%;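 further: 0% = vehicle wells and 100% = reference agonist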
# Active calls of the source: *; ? = inconclusive; . = no result given; & = joins results of further samples; [ ] = dose if it differs, or a comment.
Structure	proCasp7 act	CR mimetic SO	JMJD2C inh	RPL19A TOR yeast	MEP2 TOR yeast	procasp3 activ	LAP4-GFP MLPCN	AHR act
CCO[C@@H]1OC(C(=O)N2CCOCC2)=C[C@H](C)[C@H]1CCCO	-2	112	5	105	99	-2	104	-2
CC(=O)OCc1c(-c2ccccc2)c2cc([N+](=O)[O-])ccc2n1C	0	118	-7	101	104	-1	99	4
CCCc1cc(N2CCOCC2)n2nc(C)c(-c3ccccc3)c2n1	11	91	-4	103	109	-2	99	1
COC(=O)c1ccc(OC(=O)c2ccc(OC)cc2)c(OC)c1	-4	85	-4	97	99	-11	114	5
NS(=O)(=O)c1ccc(CCNS(=O)(=O)c2ccccc2)cc1	11	98	-8	93	100	1	93	0
CC1C(=O)CCN(C(C)C)C1C (stereo not given)	5	97	11	?	88[may fluoresce red and violet]	1	92[may fluoresce red and violet]	4
Cc1ccc(C(=O)CC2(O)C(=O)N(CN3CCOCC3)c3ccccc32)cc1 (stereo not given)	8	106	-16&0	108	102	13	105	2
CC(=O)c1csc(Nc2ccccc2Cl)n1	7	100	25	87	93	-3	118	1
O=C(CC1C(=O)NCCN1Cc1cccc(Oc2ccccc2)c1)NCCc1cnccn1 (stereo not given)	3	103	4	100	90	2	100	0
Cc1nc(C)c(C(=O)N(c2ccc(C)c(C)c2)C(C(=O)NCc2ccco2)c2ccccc2)s1 (stereo not given)	-11	83	-13	103	103	2	99	4
Cc1ccc(S(=O)(=O)N2CCSC2=Nc2ccccc2)cc1	1	88	-4	96	98	-2	105	-1
CN(CC(=O)NC1CC(C)(C)NC(C)(C)C1)S(=O)(=O)c1cc(Cl)ccc1Cl	1	99	-4	97	99	-2	96	0
COc1cccc(C(=O)NC2CC(C)(C)NC(C)(C)C2)c1OC	-3	93	4	100	104	1	97	1
COc1ccc(C(=O)O)cc1S(=O)(=O)Nc1ccc(N2CCCCC2)cc1	5	113	18	102	108	-8	103	-1
Brc1ccc(CSc2nnc3ccccn23)cc1	1	90	1	99	100	6	110	-6
CC(=O)Nc1ccc(SC[C@H](C)CN2CC[C@H](O)CCC2=O)cc1	1	96	-2	97	95	-5	105	1
CN1Cc2ccccc2CC1CNCc1c(C(=O)N2CCCC2)nc2ccccn12 (stereo not given)	-4	111	-3	101	101	7	91	2
COc1ccc(-n2nc(C(=O)N3CCCCC3)c(C)c(C#N)c2=O)cc1	6	101	-16	98	95	2	85	1
COc1ccccc1NC(=O)CCC(=O)OCC(=O)c1ccc(C)c([N+](=O)[O-])c1	0	139	5	101	103	3	89	-3
CCC(C)NC(=O)CN(c1cc(Cl)cc(Cl)c1)S(C)(=O)=O (stereo not given)	8	79	-17	96	64	0	106	1
CCOC(=O)/C(C#N)=C\C1=C(N2CCCC2)CC(C)(C)OC1	2	92	-8	95	97	-9	88	2
Cc1cc(C)cc(OCCCCn2cncn2)c1	-4	88	3	98	113	-2	95	15
O=C(CSc1nnnn1Cc1ccccc1)NCC(=O)c1ccccc1	4	97	0	108	111	3	100	0
O=C(NC(=O)N1CCN(c2cccc(Cl)c2)CC1)c1ccc(Cl)cc1	6	112	-10	90	89	4	110	4
O=C(CC(=O)NN=C1CCCCCC1)NCc1cccnc1	-3	97	3	101	97	4	88	4
COc1cccc(CNC(=O)Cn2nc([N+](=O)[O-])c(Br)c2C)c1	6	105	0	104	105	-2	98	0
Cc1ccc(NC(=O)CCc2nc(-c3cccs3)no2)c(Br)c1	-4	134	0	101	107	16	94	0
Cc1cc(C)c2oc(-c3ccc(Cl)c(NC(=O)c4ccc(C#N)cc4F)c3)nc2c1	3	100	2	98	100	-2	95	44
NNC(=O)CSCc1ccc(Cl)cc1Cl	4	88	-12	106	106	4	86	5
COc1cc(/C=C2/SC(=S)N(CC3CCCO3)C2=O)ccc1O (stereo not given)	-13	121	10	99	96	-13	103	-1
Cc1cc(C(=O)OCC(=O)NC(C)C)c(C)o1	7	99	-2	92	95	3	92	-1
COc1ccc(N(CC(=O)N2CCc3ccccc3C2)S(C)(=O)=O)cc1OC	2	90	23	102	103	1	107	0
COc1ccc(-c2nnc(SC(C)C(=O)NC3CC3)o2)cc1 (stereo not given)	2	89	-3	86	89	-2	79	2
Cc1ccc(NC(=O)CSc2nnc(-c3cnccn3)n2Cc2ccco2)cc1	-5	107	6	104	94	-6	101	1
Cc1cc(C(=O)N2CCN(c3ccc([N+](=O)[O-])cc3)CC2)n[nH]1	3	91	1	97	93	3	87	-2
CCOC(=O)COc1ccc(C(=O)c2ccccc2)c(O)c1	3	111	6	97	98	4	102	-1
Cc1ccc(S(=O)(=O)N2CCCC2C(=O)NCc2ccc3c(c2)OCO3)cc1 (stereo not given)	-1	89	19	108	98	-3	97	2
Cc1ccccc1OCCCN1C(=O)C(=O)c2cccc(C)c21	4	102	-10	108	92	4	98	3
COc1ccc(S(=O)(=O)Nc2ccc(-c3ccc(N4CCCC4)nn3)cc2)cc1C	2	92	9	99	95	2	114	1
COc1ccc(N2CC(C(=O)Nc3nnc(SCC(=O)N4CCOCC4)s3)CC2=O)cc1 (stereo not given)	-4	102	5	89	131	0	157*	0
CC1(C)CC(=O)C(C(c2ccc(F)cc2)C2C(=O)CC(C)(C)CC2=O)C(=O)C1	-18	109	-5	106	99	-7	94	1
Cc1cccc(/C=N\NC(=O)c2csnn2)c1	-3	109	-30	95	96	-9	105	70*
Cc1ccc(C(O)C(=O)c2ccco2)cc1 (stereo not given)	-1	98	-2	94	92	5	120	0
CCCn1c(=O)c2c(nc3n2CCCN3CCc2ccc(OC)c(OC)c2)n(C)c1=O	2	111	11	107	101	4	92	6
CCn1c(SCC(=O)N/N=C/c2c[nH]c3ccccc23)nnc1-c1ccc(Cl)cc1	8	105	5	99	92	3	87	5
CCOC(=O)c1c(C)c(C(=O)NCC2CCCO2)c(C)n1C (stereo not given)	9	90	-1	100	108	7	107	4
Cc1ccccc1CSc1nn2c(=O)c(C)nnc2s1	-3	87	-13	93	93	4	110	3
COc1ccc(CNCCNC(=O)c2ccco2)c(OC)c1OC	4	85	-4	98	95	6	97	-1
CCN(CC)S(=O)(=O)c1ccc(C(=O)OCC(=O)Nc2ccc(-c3nc4ccc(C)cc4s3)cc2)cc1	2	90	3	96	96	-2	94	-1
COC(=O)c1c(-c2ccc(C)cc2)csc1NC(=O)c1c(-c2ccccc2)noc1C	5	88	-2	106	109	-4	98	2

# Further results.
Structure	proCasp7 act	CR mimetic SO	JMJD2C inh	RPL19A TOR yeast	MEP2 TOR yeast	procasp3 activ	LAP4-GFP MLPCN	AHR act
O=C(Cn1cnc2ccccc2c1=O)NCC(=O)N1CCN(c2ccccn2)CC1	-11	86	-5	105	103	2	102	3
Cc1[nH]c2ccccc2c1C(=O)CN1C(=O)NC2(CC(C)CC(C)(C)C2)C1=O (stereo not given)	-6	119	-16	107	110	-5	103	4
Cc1cccc(NC(=O)C2CC(=O)NC(Nc3nc4ccccc4s3)=N2)c1 (stereo not given)	-3	108	2	102	102	4	102	0
O=C(COC(=O)CNC(=O)C1CCCCC1)Nc1ccc(Br)cc1Br	9	91	6	99	101	3	99	-1
O=C(c1ccccc1)N1CCN(S(=O)(=O)N2CCCCCC2)CC1	-5	112	-12	101	100	-13	101	3
CC1(C)O[C@@H]2[C@H](O1)[C@@H](COS(=O)(=O)O)O[C@H]2n1ccc(=O)[nH]c1=O	-4	90	7	103	100	6	102	0
Cc1c(N(C)C(=O)C23CC4CC(CC(C4)C2)C3)c(=O)n(-c2ccccc2)n1C	3	89	-1	102	106	7	102	1
CC(=O)n1cc(/C=N/NC(=O)c2ccccc2O)c2ccccc21	4	80	-16	99	107	11	107	4
CCC(=O)N(CC(=O)Nc1sc(C)c(C)c1C(N)=O)Cc1ccc(F)cc1	-2	96	6	103	99	-4	94	4
CN(Cc1ccccc1)C(=O)COC(=O)c1ccc(Cl)cc1N	6	123	?	90	93	-4	95	1
O=C(NNC(=O)c1ccc(Br)cc1)c1ccncc1	-8	99	-8	104	109	1	97	7
OC1(c2ccccc2Cl)NN=C2CCCCCN21 (stereo not given)	-9	73	-3	109	114	3	103	-2
COc1ccc(C(=O)N2CCCC(C(=O)N3CCN(c4ccccc4)CC3)C2)cc1 (stereo not given)	7	106	3	97	99	-6	103	-2
CC(C)CNC(=O)CCCc1c[nH]c2ccccc12	15	76	-2	103	97	11	100	9
Cc1ccc(S(=O)(=O)/N=C(\CSC(N)=O)Nc2ccccc2)cc1	-2	108	0	93	96	-7	95	-1
COc1cc(C(=O)Nc2sc(C)c(C)c2C(=O)O)cc(OC)c1OC	-9	111	8	97	99	-6	91	10
CCOCCCNC(=S)Nc1ccc(Br)cc1Cl	-10	95	-4	99	96	2	116	-1
COc1cc(C)c(S(=O)(=O)NCc2ccc3c(c2)OCO3)cc1C	6	90	-25	102	103	1	102	4
CCCOC(=O)C1=C(C)N(C)C(=O)NC1c1cc2c(cc1Br)OCO2 (stereo not given)	0	102	16	105	104	0	99	0
CCN1CCCC1CNC(=O)CCNC(=O)c1cc(OC)c(OC)c(OC)c1 (stereo not given)	4	94	-7	103	106	3	99	-1
CCCCN(C(=O)c1c(C)[nH]c(C(=O)OCC)c1C)c1ccccc1	1	94	1	.	95	0	93	-1
COC(=O)CN(c1ccc(F)cc1)S(=O)(=O)c1ccccc1	15	99	-4	105	104	2	111	2
COc1ccc(NC(=O)C(c2ccccc2)N(C)C(=O)c2ccc(=O)[nH]c2)cc1 (stereo not given)	5	110	0	105	92	0	99	-2
COc1cc(C(=O)NCc2nnc(SCC(=O)NC3CCCC3)o2)cc(OC)c1OC	-2	71	7	97	100	-4	89	0
Cc1ccc(C(=O)NCC(c2cccs2)N(C)C)cc1S(=O)(=O)N1CCOCC1 (stereo not given)	2	84	.	106	107	3	104	6
Cc1cccc(NC(=S)N/N=C/C(C)c2ccccc2)c1C (stereo not given)	-11	78	17	99	105	2	108	5
Cc1cc(NC(=O)CSc2nnc(CNc3cccc(C(F)(F)F)c3)n2Cc2ccco2)no1	3	106	9&-1	94	93	-2	98	0
COc1ccc2nc(SCC(=O)Nc3c(C)cccc3C)[nH]c2c1	5	97	-3	96	96	-7	.	6
O=C(O)c1ccccc1-c1ccccc1C(=O)Nc1nccs1	-5	111	-5	93	107	-5	109	0
CCN(CC)CCCNC(=O)Cn1cc2c(n1)CCC(C)C2 (stereo not given)	-2	93	2	99	98	1	98	-3
O=C(N/N=C1/SCC(=O)N1Cc1ccco1)c1ccccc1F	-4	97	15	102	130	1	110	4

# Not a hit list. About 3.8% of those tested had a hit in this group.
